Screening data deposited in PubChem BioAssay by several laboratories.
IMP-1 inhibitor: blocks Pseudomonas aeruginosa IMP-1 metallo-beta-lactamase | purified IMP-1, nitrocefin hydrolysis, epi-absorbance fluorescence | inhibition, % at 5.6 µM | hit rate 0.45% among 290,000 | AID 1556;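 active = inhibition above the mean plus 3 SD of all compounds in the same screening run, cut at about 4.5% in these data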;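 also: 0% = IMP-1 with DMSO and 100% = DMSO wells lacking enzyme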
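Test system: recombinant IMP-1 enzyme, purified / Medium: HEPES buffer pH 7.1 with ZnSO4 and Brij 35 / Doses: single dose, 5.6 µM / Times: 25 °C, 15 min preincubation, 25 min reaction / Detection: Epi-absorbance via hydrolysed-nitrocefin quenching of white-plate fluorescence, 480/530 nm, EDTA stop / Evaluation: percent inhibition from optical density relative to buffer-blank wells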
VIM-2 inh: blocks Pseudomonas aeruginosa VIM-2 metallo-beta-lactamase; purified VIM-2, nitrocefin hydrolysis, epi-absorbance fluorescence; AID 1527; inhibition, % at 5.6 µM; hit rate 0.89% among 290,000;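 active = inhibition above the mean of all tested compounds plus 3 SD, cutoff set per screening run, cut at about 7.5% in these data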;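 also: red hydrolysis product quenches plate fluorescence so inhibitors raise well fluorescence; 0% = enzyme with DMSO and 100% = DMSO without enzyme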
V1R ag counter: V1a receptor agonism, counter-screen for OXTR agonists; P37288; CHO-V1R cells, Fluo-8 calcium fluorescence, agonist mode; 0% DMSO, 100% 3 nM vasopressin; hit rate 0.25% among 320,000; activation, % at 3 µM; AID 2797;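 active = activation above the mean activation of all tested compounds plus 3 SD, per screening run, cut at about 20% in these data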;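 also: signal is peak over basal fluorescence ratio across a 100 second FLIPR read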
OXTR ag: agonists of human oxytocin receptor; activation, % at 3 µM; AID 2435; CHO-OTR cells, Fluo-8 calcium fluorescence; normalized: DMSO 0%, oxytocin 100%; hit rate 0.32% among 320,000;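 active = activation above the mean of all tested compounds plus 3 SD, cutoff set per screening run, cut at about 20% in these data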;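 also: peak over basal fluorescence ratio from a 100 s FLIPR kinetic read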
Target sequence (P30559 whole entry, looked up): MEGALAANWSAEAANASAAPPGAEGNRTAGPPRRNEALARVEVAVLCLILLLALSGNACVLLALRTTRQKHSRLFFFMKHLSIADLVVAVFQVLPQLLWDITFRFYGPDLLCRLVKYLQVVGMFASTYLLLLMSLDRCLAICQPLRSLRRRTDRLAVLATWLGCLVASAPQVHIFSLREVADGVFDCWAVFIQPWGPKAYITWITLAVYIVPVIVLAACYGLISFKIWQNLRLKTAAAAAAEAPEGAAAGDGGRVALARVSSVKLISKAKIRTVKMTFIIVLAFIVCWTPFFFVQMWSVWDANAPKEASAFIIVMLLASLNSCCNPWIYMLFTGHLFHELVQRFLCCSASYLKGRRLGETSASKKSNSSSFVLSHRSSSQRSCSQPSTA
HCV NS3 hel inh: blocks Hepatitis C virus NS3 helicase unwinding. NS3 helicase DNA unwinding, Cy5 molecular beacon fluorescence. inhibition, % at 10.9 µM. hit rate 0.56% among 290,000. AID 1800;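 active = inhibition above the mean of all tested compounds plus 3 SD, set per campaign, cut at about 35% in these data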;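 also: 0% = DMSO wells and 100% = thioflavine S control wells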
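Control set: DMSO versus 110 µM thioflavine S; Material: NS3 helicase fragment of HCV; Measured by: Cy5 fluorescence at 0 and 60 min, beacon hairpin quenching; Read-out basis: percent inhibition from t60/t0 fluorescence ratio; Times: reaction time 60 min, 25 °C; Repeats: single replicate; Compound dosing: single dose, 10.9 µM nominal final, DMSO 0.8% final.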
GalR3 antag: human GalR3 antagonism. O60755. HEK293 GalR3-CNG cAMP membrane potential fluorescence; galR3 body fused to GalR1 C-terminus. AID 651719. hit rate 0.44% among 360,000. inhibition, % at 3 µM;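 active = inhibition above the screen-wide average plus 3 SD, cut at about 13% in these data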;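 also: forskolin and galanin both at EC90 stimulate the cells; cAMP rise reported by CNG channel membrane potential dye signal; 0% = forskolin plus galanin with DMSO and 100% = forskolin alone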
PHOSPHO1 inh: blocks human PHOSPHO1 phosphatase activity; Q8TCT1; recombinant PHOSPHO1, absorbance phosphatase assay; inhibition, % at 13.3 µM; hit rate 1.1% among 290,000; AID 1565; in the data active = inhibition above about 60%
Target sequence (Q8TCT1 whole entry, looked up): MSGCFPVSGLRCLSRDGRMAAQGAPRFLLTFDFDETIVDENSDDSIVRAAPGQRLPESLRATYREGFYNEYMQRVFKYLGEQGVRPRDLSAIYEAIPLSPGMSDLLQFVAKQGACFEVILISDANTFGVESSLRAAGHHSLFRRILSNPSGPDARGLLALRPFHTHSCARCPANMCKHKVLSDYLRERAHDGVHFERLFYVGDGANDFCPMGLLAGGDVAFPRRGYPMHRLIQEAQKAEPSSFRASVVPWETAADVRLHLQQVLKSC
DNA FID counter: displaces DNA intercalator in HCV helicase counter-screen; hit rate 0.17% among 290,000; DNA fluorescent intercalator displacement, fluorescence; AID 1845; inhibition, % at 7.9 µM; in the data active = inhibition above about 37%;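 also: 0% = vehicle and 100% = reference compound; higher means more ethidium bromide displaced from hairpin DNA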
GPR7 antag: human neuropeptides B/W receptor 1 antagonism; P48145; GPR7-expressing cells, fluorescence antagonist assay; inhibition, % at 4.4 µM; hit rate 1.1% among 290,000; in the data active = inhibition above about 16%, passing the limit was not always enough;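 also: cells stimulated with the agonist NPW; 0% = agonist with vehicle and 100% = vehicle without agonist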
Target sequence (P48145 whole entry, looked up): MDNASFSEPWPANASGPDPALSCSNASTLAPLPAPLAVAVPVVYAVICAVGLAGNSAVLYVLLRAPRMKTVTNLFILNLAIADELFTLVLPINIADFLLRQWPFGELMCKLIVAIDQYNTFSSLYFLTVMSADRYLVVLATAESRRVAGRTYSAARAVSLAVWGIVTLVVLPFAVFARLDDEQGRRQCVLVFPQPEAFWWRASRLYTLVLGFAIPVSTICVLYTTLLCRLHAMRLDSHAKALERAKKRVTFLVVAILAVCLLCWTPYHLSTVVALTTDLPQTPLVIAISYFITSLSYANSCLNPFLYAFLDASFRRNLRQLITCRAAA
Active calls of the source: *. Not a hit list; about 4.3% have a hit in one of these screens.

The first 2 compounds, to show the layout:
`CCCCC(=O)N1CCCC(C)C1` (stereo unspecified) gave IMP-1 inhibitor -0.8, VIM-2 inh -1.1, V1R ag counter -1.1, OXTR ag 0.0, HCV NS3 hel inh 12, GalR3 antag -10, PHOSPHO1 inh 24, DNA FID counter -2 and GPR7 antag 0.
Cc1ccc(S(=O)c2ccc(C)cc2)cc1 was read as IMP-1 inhibitor -0.6, VIM-2 inh -0.1, V1R ag counter 0.7, OXTR ag -0.9, HCV NS3 hel inh 4, GalR3 antag -7, PHOSPHO1 inh -2, DNA FID counter -7 and GPR7 antag 12.

This part in full, repeating the preview:
`CCCCC(=O)N1CCCC(C)C1` (stereo unspecified) gave IMP-1 inhibitor -0.8, VIM-2 inh -1.1, V1R ag counter -1.1, OXTR ag 0.0, HCV NS3 hel inh 12, GalR3 antag -10, PHOSPHO1 inh 24, DNA FID counter -2 and GPR7 antag 0.
Cc1ccc(S(=O)c2ccc(C)cc2)cc1 was read as IMP-1 inhibitor -0.6, VIM-2 inh -0.1, V1R ag counter 0.7, OXTR ag -0.9, HCV NS3 hel inh 4, GalR3 antag -7, PHOSPHO1 inh -2, DNA FID counter -7 and GPR7 antag 12.
COc1ccc(S(=O)(=O)N2CCOCC2)cc1NC(=O)c1cc2c(s1)CCCC2 was read as IMP-1 inhibitor -0.6, VIM-2 inh 0.4, V1R ag counter 0.6, OXTR ag -0.6, HCV NS3 hel inh 4, GalR3 antag 0, PHOSPHO1 inh -2, DNA FID counter 4 and GPR7 antag -3.
For CC(=O)Nc1ccc(CN2CCCC(C(=O)c3cccc(C(F)(F)F)c3)C2)cc1 (stereo unspecified) the results were IMP-1 inhibitor -2.3, VIM-2 inh -1.2, V1R ag counter 4.2, OXTR ag 4.4, HCV NS3 hel inh -13, GalR3 antag -6, PHOSPHO1 inh 32, DNA FID counter 5 and GPR7 antag -15.
Screening CC(NS(C)(=O)=O)C(c1cccs1)N1CCN(c2ccccc2F)CC1 (stereo unspecified) returned IMP-1 inhibitor -0.5, VIM-2 inh -0.9, V1R ag counter 0.6, OXTR ag 2.1, HCV NS3 hel inh -5, GalR3 antag -7, DNA FID counter -9 and GPR7 antag 5.
For COc1cccc(NC(=S)NCc2cccs2)c1 the results were IMP-1 inhibitor -2.8, VIM-2 inh 0.0, V1R ag counter 0.2, OXTR ag -0.6, HCV NS3 hel inh -1, GalR3 antag -8, PHOSPHO1 inh 12, DNA FID counter 1 and GPR7 antag -3.
Screening Cc1cccc(NC(=O)CN2C(=O)S/C(=C\c3ccc(O)c([N+](=O)[O-])c3)C2=O)c1 returned IMP-1 inhibitor -3.1, VIM-2 inh -2.9, V1R ag counter -0.7, OXTR ag -1.4, HCV NS3 hel inh 22, GalR3 antag -1, PHOSPHO1 inh 36, DNA FID counter 6 and GPR7 antag 2.
For Cc1nn(C(=O)N2CCOCC2)c(C)c1CN1C(=O)c2ccccc2C1=O the results were IMP-1 inhibitor -2.0, VIM-2 inh 1.6, V1R ag counter 0.0, OXTR ag 0.1, HCV NS3 hel inh -2, GalR3 antag -2, DNA FID counter -6 and GPR7 antag -9.
`Cc1ccc(C(=S)N2CCN(Cc3ccccc3)CC2)s1` gave IMP-1 inhibitor -0.4, VIM-2 inh 3.2, V1R ag counter 4.8, OXTR ag -0.4, HCV NS3 hel inh -9, GalR3 antag -3, PHOSPHO1 inh 32, DNA FID counter -7 and GPR7 antag -2.
`COCCNC(=O)C(=O)NCC(c1ccc2c(c1)OCO2)N1CCN(c2ccc(F)cc2)CC1` (stereo unspecified) gave IMP-1 inhibitor -1.1, VIM-2 inh 0.3, V1R ag counter 0.5, OXTR ag -1.3, HCV NS3 hel inh -1, GalR3 antag 0, PHOSPHO1 inh 31, DNA FID counter -30 and GPR7 antag 2.
For COc1ccc(NC(=O)C(=O)Nc2cccc3ccccc23)c(OC)c1 the results were IMP-1 inhibitor -1.3, VIM-2 inh -1.1, V1R ag counter 1.3, OXTR ag -0.6, HCV NS3 hel inh -7, GalR3 antag -4, DNA FID counter -2 and GPR7 antag -15.
For COc1cc(Cl)ccc1OCc1cc(C(=O)N(C)C2CCOC2)no1 (stereo unspecified) the results were IMP-1 inhibitor -3.0, VIM-2 inh -1.2, V1R ag counter 0.6, OXTR ag 1.7, HCV NS3 hel inh 2, GalR3 antag -10, PHOSPHO1 inh 41, DNA FID counter -27 and GPR7 antag 2.
N#Cc1c(SCC(=O)Nc2nc3ccc(Br)cc3s2)sc2c(O)cc(=O)[nH]c12 was read as IMP-1 inhibitor -1.1, VIM-2 inh -1.9, V1R ag counter 0.0, OXTR ag 0.3, HCV NS3 hel inh -2, GalR3 antag -10, PHOSPHO1 inh 0, DNA FID counter 11 and GPR7 antag 2.
`COc1cc(NC(=O)c2ccc(CNc3c(N4CCOCC4)c(=O)c3=O)cc2)cc(OC)c1` gave IMP-1 inhibitor -3.5, VIM-2 inh -3.0, V1R ag counter 0.4, OXTR ag 0.4, HCV NS3 hel inh 5, GalR3 antag 7, PHOSPHO1 inh -16, DNA FID counter -17 and GPR7 antag 2.
CC(C)c1ccc(NC(=O)[C@H]2CSCN2C(=O)[C@@H]2CCC(=O)N2)cc1 was read as IMP-1 inhibitor -1.4, VIM-2 inh 0.4, V1R ag counter -0.7, OXTR ag 2.4, HCV NS3 hel inh -4, GalR3 antag -8, PHOSPHO1 inh 38, DNA FID counter -25 and GPR7 antag 5.
For O=C(c1cccnc1)n1nc(-c2ccco2)nc1NCc1cccs1 the results were IMP-1 inhibitor -2.5, VIM-2 inh -2.6, HCV NS3 hel inh 4, GalR3 antag 4, PHOSPHO1 inh 34, DNA FID counter 0 and GPR7 antag -6.
`O=C(COc1ccc2c(c1)OCO2)Nc1nccs1` gave IMP-1 inhibitor -3.5, VIM-2 inh -2.4, V1R ag counter 0.3, OXTR ag 0.6, HCV NS3 hel inh 2, GalR3 antag -8, PHOSPHO1 inh 22, DNA FID counter -2 and GPR7 antag 2.
For O=C(NC1CCN(Cc2ccccc2)CC1)C1CCN(S(=O)(=O)c2cccc3cccnc23)CC1 the results were IMP-1 inhibitor -2.7, VIM-2 inh -4.1, V1R ag counter -0.1, OXTR ag 0.1, HCV NS3 hel inh -1, GalR3 antag -2, PHOSPHO1 inh 20, DNA FID counter 5 and GPR7 antag -2.
Cc1nc(NC(C)C)c2cnn(CCc3ccccc3)c2n1 was read as IMP-1 inhibitor -3.4, VIM-2 inh -2.9, V1R ag counter 1.1, OXTR ag 0.8, HCV NS3 hel inh -1, GalR3 antag -5, PHOSPHO1 inh -14, DNA FID counter -12 and GPR7 antag -3.
`CCSc1nnc(Cc2cc(=O)[nH]c(=O)[nH]2)n1-c1cccc(C)c1` gave V1R ag counter 0.4, OXTR ag 0.2, GalR3 antag 3 and PHOSPHO1 inh 27.
`O=C(NCCCNC(=O)c1ccccn1)c1ccccn1` gave IMP-1 inhibitor -4.6, VIM-2 inh -2.1, V1R ag counter 0.7, OXTR ag 0.0, HCV NS3 hel inh 7, GalR3 antag 3, PHOSPHO1 inh 10, DNA FID counter -1 and GPR7 antag -11.
For CCNC(C(=O)c1c[nH]c2c(CC)cccc12)c1ccccc1 (stereo unspecified) the results were IMP-1 inhibitor -0.5, VIM-2 inh 0.5, V1R ag counter 5.1, OXTR ag 11, HCV NS3 hel inh -20, GalR3 antag -6, PHOSPHO1 inh 28, DNA FID counter 9 and GPR7 antag 9.
For Cc1cc(F)ccc1NC(=O)c1cc(S(=O)(=O)N2CCCC2)cn1C the results were IMP-1 inhibitor -2.3, VIM-2 inh -4.3, V1R ag counter 0.6, OXTR ag 0.2, HCV NS3 hel inh -2, PHOSPHO1 inh 18, DNA FID counter -12 and GPR7 antag -4.
COC(=O)Cc1ccc(O)c(N)c1 was read as IMP-1 inhibitor -2.6, VIM-2 inh -1.6, V1R ag counter -0.4, OXTR ag 1.4, HCV NS3 hel inh 11, GalR3 antag -7, PHOSPHO1 inh 21, DNA FID counter 0 and GPR7 antag 5.
`CC(=O)C1=C(C)NC(=O)NC1c1ccc(OC2CCCC2)cc1` (stereo unspecified) gave IMP-1 inhibitor -3.5, VIM-2 inh -2.9, V1R ag counter 0.9, OXTR ag -1.0, HCV NS3 hel inh 7, GalR3 antag 0, PHOSPHO1 inh -5, DNA FID counter -13 and GPR7 antag -1.
CC(C)c1ccc(CNc2ccc(N3CCOCC3)cc2)cc1 was read as IMP-1 inhibitor -9.6, VIM-2 inh -2.6, V1R ag counter 0.5, OXTR ag 0.6, HCV NS3 hel inh 6, GalR3 antag -3, PHOSPHO1 inh 13, DNA FID counter -2 and GPR7 antag -9.
For Cn1ncc(N=Cc2ccccc2)c1C(=O)Nc1cccc(Cl)c1 the results were IMP-1 inhibitor -1.1, VIM-2 inh -1.1, V1R ag counter -0.5, OXTR ag -1.3, HCV NS3 hel inh -6, GalR3 antag -7, PHOSPHO1 inh 14, DNA FID counter 1 and GPR7 antag -6.
`Cc1ccc(NC(=O)CSC2=Nc3ccccc3C3CC=NN23)c(C)c1` (stereo unspecified) gave IMP-1 inhibitor -0.3, VIM-2 inh 1.5, V1R ag counter -0.4, OXTR ag -0.6, HCV NS3 hel inh -3, GalR3 antag -6, PHOSPHO1 inh 3, DNA FID counter -6 and GPR7 antag 5.
Screening Cc1cc(C)cc(-n2ncc3c2CCCC3NC(=O)C2CCC2)c1 (stereo unspecified) returned IMP-1 inhibitor -2.2, VIM-2 inh -4.9, V1R ag counter 0.7, OXTR ag -1.9, HCV NS3 hel inh 5, GalR3 antag 3, PHOSPHO1 inh 41, DNA FID counter -41 and GPR7 antag -7.
Screening COc1ccc(-n2c3c(c(=O)[nH]c2=O)C(NC(C)=O)(C(F)(F)F)C(=O)N3)cc1 (stereo unspecified) returned IMP-1 inhibitor -0.9, VIM-2 inh 1.1, V1R ag counter 0.3, OXTR ag 0.0, HCV NS3 hel inh -13, GalR3 antag -2, PHOSPHO1 inh -5, DNA FID counter 2 and GPR7 antag -3.
Screening CC1CCCN(c2nc(NCc3ccco3)nc(N)c2[N+](=O)[O-])C1 (stereo unspecified) returned IMP-1 inhibitor -1.0, VIM-2 inh -1.1, V1R ag counter 3.0, OXTR ag -0.8, HCV NS3 hel inh -5, GalR3 antag 0, PHOSPHO1 inh -35, DNA FID counter -15 and GPR7 antag -16.
For Cc1ccc(-c2csc(N(CCc3ccccc3)C(=O)COc3ccccc3)n2)cc1 the results were IMP-1 inhibitor -0.8, VIM-2 inh -0.7, V1R ag counter -0.1, OXTR ag 0.8, HCV NS3 hel inh 4, GalR3 antag -3, PHOSPHO1 inh 15, DNA FID counter 0 and GPR7 antag 9.
Screening CCOC(=O)Cc1csc(NC(=O)c2ccc(C)o2)n1 returned IMP-1 inhibitor -4.3, VIM-2 inh 0.8, V1R ag counter 2.0, OXTR ag 0.7, HCV NS3 hel inh -10, GalR3 antag -5, PHOSPHO1 inh -3, DNA FID counter -6 and GPR7 antag -9.
